High-throughput results from PubChem BioAssay.
ERG-DNA inh – blocks human ERG Ets domain binding to DNA | P11308 | fluorescence polarization, His-ERG Ets domain / labelled DNA | Potency, µM (top dose mostly 76.9 µM), inactives show at the highest dose FP activity, negative = inhibition, hits mostly inhibitors | hit rate 0.028% among 370,000; active = well fitted inhibition curve with a large enough effect in the polarisation, with a control signal flat; inconclusive = small, poorly fitted or top-dose-only effect, or effect the other way, or a change in a side signal; inactive = no such curve, though single readings can be large or run the other way; the % refers to the polarisation;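 note: polarization taken with two DNA probes labelled with fluorescein and Texas red; potency is the fitted concentration of half-maximal effect; % of control where 0% means no effect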
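His-tagged ERG Ets domain (1 uM in the protein solution; 300mM KCl, 50mM Tris-HCl, 1mM EDTA, 1mM DTT, pH 7.5) received compound, then a probe mix of 5 nM fluorescein-DNA and 100nM Texas-615-DNA. Fluorescence polarization was read for both dyes.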
Pol eta inh – DNA polymerase eta (human) inhibition; hit rate 1.2% among 390,000; AID 588591; Potency, µM (series often up to 114 µM), without a hit: top-dose activity change, negative = inhibition, most hits filed as inhibitors; recombinant Pol eta, fluorescent DNA replication assay; Q9Y253; note: potency is the fitted concentration of half-maximal effect; % is set by controls: 0 for no effect and ±100 for the full control effect
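Pol eta (10 nM) was preincubated with compounds for 15 min at room temperature, after which fluorescent replication substrate (50 nM final) was added to start the reaction. Fluorescence was read kinetically at 0 and 10 min.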
ALOX12 inh – ALOX12 (human) lipoxygenase inhibition. P18054. purified 12hLO, xylenol orange hydroperoxide absorbance. Potency, µM (doses to about 108 µM), inactives show at the highest dose activity change, negative = inhibition, most hits filed as inhibitors. hit rate 1.1% among 580,000. AID 1671190; note: potency is the fitted concentration of half-maximal effect; % is set by controls: 0 for no effect and ±100 for the full control effect
Target sequence (P18054 whole entry, looked up): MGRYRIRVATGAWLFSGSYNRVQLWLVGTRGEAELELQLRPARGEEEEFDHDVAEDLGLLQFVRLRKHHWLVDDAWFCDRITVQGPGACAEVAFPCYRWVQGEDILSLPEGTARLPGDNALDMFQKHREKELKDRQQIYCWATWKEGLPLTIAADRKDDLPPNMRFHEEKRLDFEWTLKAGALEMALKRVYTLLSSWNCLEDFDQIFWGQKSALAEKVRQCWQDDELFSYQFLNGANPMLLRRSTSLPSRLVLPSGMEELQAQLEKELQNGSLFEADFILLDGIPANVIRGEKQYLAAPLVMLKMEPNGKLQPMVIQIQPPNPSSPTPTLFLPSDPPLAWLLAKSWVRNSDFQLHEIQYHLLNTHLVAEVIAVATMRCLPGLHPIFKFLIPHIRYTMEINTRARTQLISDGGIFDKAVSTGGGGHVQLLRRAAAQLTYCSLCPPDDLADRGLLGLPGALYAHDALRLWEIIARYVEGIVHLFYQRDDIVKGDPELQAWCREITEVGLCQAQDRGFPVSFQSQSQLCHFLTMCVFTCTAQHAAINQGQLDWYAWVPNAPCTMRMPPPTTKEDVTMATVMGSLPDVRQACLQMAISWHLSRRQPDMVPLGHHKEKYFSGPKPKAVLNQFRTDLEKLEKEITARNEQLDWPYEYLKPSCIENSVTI
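Hydroperoxide product was detected by ferrous iron/xylenol orange as the 573 to 405 nm absorbance ratio. Arachidonic acid at 40 uM (final) was turned over for 30 min at room temperature by 150 nM human 12hLO, pH 7.0 Hepes buffer, after 15 min compound preincubation.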
RGS4 inh – human RGS4 inhibition | P49798 | Transcreener GDP fluorescence polarization, RGS4-accelerated GTP hydrolysis | Potency, µM (doses to about 114 µM), without a hit: at the top dose activity change, negative = inhibition, actives largely listed as inhibitors | hit rate 0.039% among 390,000 | AID 504845; note: potency is the fitted concentration of half-maximal effect; % is set by controls: 0 for no effect and ±100 for the full control effect; nearly all actives have a fitted effect of over 75% in size; some results filed as inactive show a strong effect at the top dose
Target sequence (P49798 whole entry, looked up): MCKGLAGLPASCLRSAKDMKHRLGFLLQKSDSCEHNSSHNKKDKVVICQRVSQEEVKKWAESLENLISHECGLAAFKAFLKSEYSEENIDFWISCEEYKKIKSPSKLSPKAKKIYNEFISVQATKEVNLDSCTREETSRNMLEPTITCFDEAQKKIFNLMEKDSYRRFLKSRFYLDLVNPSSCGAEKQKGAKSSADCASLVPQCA
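MLSMR compounds (23 nl, pin-transferred) preincubated 10 min at room temperature with a 500nM (2x) first reagent, then RGS4 at 900nM (2x) plus Transcreener GDP mix added; fluorescence polarization (620/688 nm) read before and after 90 min at 30 °C.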
POLK inh – blocks human DNA polymerase kappa activity. Q9UBT6. purified Pol kappa, fluorescent DNA synthesis assay, 10 min. Potency, µM (highest dose often 107 µM), inactives show top-dose activity, negative = inhibition, most hits filed as inhibitors. hit rate 0.53% among 400,000. AID 588579; note: potency is the fitted concentration of half-maximal effect; % is set by controls: 0 for no effect and ±100 for the full control effect
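50 nM final substrate added after 15 min RT preincubation of 10 nM Pol kappa with compound; fluorescence read at 0 and 10 min.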
Anesthetic bind – candidate novel general anesthetic via apoferritin binding | P02791 | apoferritin/1-aminoanthracene competitive binding, fluorescence | Potency, µM (titrated, usually from 77.5 µM), for inactives: at the top dose activity change, negative = displacement, hits mostly inhibitors | hit rate 0.074% among 350,000 | AID 485281; note: potency is the fitted concentration of half-maximal effect; % is set by controls: 0 for no effect and ±100 for the full control effect; nearly all actives have a fitted effect of over 20% in size
Target sequence (P02791 2-175 limits assumed): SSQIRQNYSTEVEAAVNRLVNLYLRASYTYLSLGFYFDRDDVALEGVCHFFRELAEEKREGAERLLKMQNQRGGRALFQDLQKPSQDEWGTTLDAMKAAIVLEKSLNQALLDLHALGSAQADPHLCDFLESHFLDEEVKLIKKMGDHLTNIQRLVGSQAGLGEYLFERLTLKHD
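10 uM apoferritin + 50% sat. 1-AMA, PBS; cpd 10 min RT; Ex380/Em535 endpoint; normalized to free probe vs complex; 4-param Hill fit; propofol titration as pos. ctrl.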
Pol beta inh – DNA polymerase beta (human) inhibition. P06746. Pol beta primer extension/strand displacement, fluorescence kinetic. Potency, µM (doses to about 114 µM), without a hit: at the top dose activity change, negative = inhibition, usual class: inhibitors. hit rate 1.3% among 340,000. AID 485314; note: potency is the fitted concentration of half-maximal effect; % is set by controls: 0 for no effect and ±100 for the full control effect
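Pol beta (10 nM) was preincubated with compound for 15 min at room temperature. The reaction was then started with 50 nM substrate and read immediately and after a further 10 min at room temperature.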
APEX1 inh – APE1 (human) endonuclease inhibition | P27695 | recombinant APE1, TAMRA/BHQ-2 abasic DNA cleavage fluorescence | Potency, µM (highest dose often 65.8 µM), for inactives: at the top dose activity change, negative = inhibition, usual class: inhibitors | hit rate 0.35% among 350,000;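 note: potency is the fitted concentration of half-maximal effect; plate controls were vehicle for no effect and reference inhibitor for full effect; nearly all actives have a fitted effect of over 55% in size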
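Enzyme (0.75 nM final) and test compound are incubated 15 min at room temperature before adding 50 nM quenched THF abasic-site duplex. Cleavage dequenches TAMRA, followed at 525/598 nm over three reads one minute apart.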
LDHA inh – blocks human lactate dehydrogenase A | hit rate 0.15% among 480,000 | purified LDHA, NADH/diaphorase-resazurin fluorescence; stronger effect = lower value | AID 1347041 | P00338 | activity change, % (values are at about 110 or 230 µM); in the data active = activity change below about -30%; inconclusive = mostly about -25% to -30%;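 note: plate controls were DMSO wells for no effect and wells without enzyme for full effect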
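LDH5 2 nM; NADH 0.06 mM, pyruvate 0.2 mM; 200 mM Tris pH 7.4, EDTA, Tween-20; 5 min RT. Detection: diaphorase 0.133 mg/mL + resazurin 37 µM, fluorescence ex540/em590 at 0 and 20 min; normalized to enzyme-free and DMSO wells.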
Numbers without * were called inactive; ? = inconclusive; / = no result given; & = joins results of further samples; [ ] = another dose, or the depositor's remark. Unless noted, calls come from the whole dose curve; as a rule, active = well fitted curve in the direction sought with a large enough effect; inconclusive = small, poorly fitted or top-dose-only effect, or another doubt; inactive = no such curve, though single readings can be large; an effect the other way counts as inactive or inconclusive. The list is partial (hit frequency here may not be typical).

SMILES | ERG-DNA inh | Pol eta inh | ALOX12 inh | RGS4 inh | POLK inh | Anesthetic bind | Pol beta inh | APEX1 inh | LDHA inh
C=CCN1C(=O)N/C(=C/c2ccccc2OCC(=O)Nc2ccc(F)cc2)C1=O | 1.3% | -12.4% | -11.8% | -20.0% | -10.5% | -4.6% | 0.1% | -1.7% | -7.9
O=c1ccc(-c2ccc(S(=O)(=O)Nc3ccccc3)o2)n[nH]1 | -15.5% | -4.5% | -1.2% | -2.4% | 7.9% | -1.5% | 1.9% | 4.6% | 2.5
CCC(=O)Nc1c2c(nn1-c1ccc(C)cc1C)CSC2 | 6.6% | -9.2% | -2.0% | 13.8% | -3.3% | ? | 9.0% | -5.0% | -6.4
CC(=O)Nc1ccc(NC(=O)c2ccccc2CCc2ccccc2)cc1 | 13.6% | -15.7% | 2.4% | -7.4% | -1.9% | -7.7% | 3.4% | 1.2% | -9.8
O=S(=O)(c1cccc2nsnc12)N1CCOCC1 | -0.6% | -7.8% | ? | 1.0% | -9.2% | -5.8% | -5.1% | 8.4% | 1.0
O=C(NC(=S)NCCC1=CCCCC1)c1ccc(Br)o1 | 0.2% | -19.5% | ? | -13.4% | -2.7% | ? | 4.1% | -4.7% | -7.3
COc1cc(OC)cc(C(=O)N[C@H](C(=O)NCc2ccco2)C(C)C)c1 | -5.5% | -6.2% | 14.1% | 11.1% | 9.8% | -3.0% | 0.9% | -1.6% | -6.2
CCOc1ccc(OCC(=O)N(C)c2c(N)n(Cc3ccccc3)c(=O)[nH]c2=O)cc1 | 4.8% | -13.9% | -10.4% | -23.0% | 1.2% | / | / | 55.9%[activator] | -0.1
O=C(Nc1nccs1)c1ccc(N2CCOCC2)c([N+](=O)[O-])c1 | 16.1% | -6.8% | 0.0% | 4.1% | -2.2% | ? | 3.9% | 37.6% | -1.7
CCn1cc(/C=C(\NC(=O)c2ccc(OC)c(OC)c2)C(=O)N2CCN(C)CC2)c2ccccc21 | -0.5% | -14.0% | -26.7% | -62.1%[56.9 µM] | 0.9% | -15.4% | -13.9% | 51.1% | -0.1
COc1cccc(C(=O)Nc2ccccc2-c2nnc(-c3cc(OC)ccc3Br)o2)c1 | -2.4% | -1.7% | -8.7% | -9.9% | 3.8% | -5.8% | 12.2% | / | -8.7
CCCC(=O)N1c2nc(-c3ccco3)nn2C2(CCCCC2)[C@@H]2CCCC[C@@H]21 | -2.8% | -11.9% | ? | -46.1% | -3.6% | -4.1% | 32.6% | / | 1.6&-1.6
CC(O)CC(=O)NOCc1ccccc1 (stereo not given) | -17.9% | 0.3% | -0.7% | 14.0% | 6.9% | / | / | 9.2% | 2.3
O=C(CCc1nc2ccccc2c(=O)[nH]1)N1CCN(S(=O)(=O)c2ccccc2Br)CC1 | 18.4% | -19.3% | -9.5% | -6.8% | -6.9% | / | / | 5.5% | -2.5
CCc1nc2oc3cc(OC)ccc3c(=O)c2c(=O)n1Cc1ccco1 | 7.3% | -7.6% | 11.0% | -21.1% | -41.5% | ? | 25.1µM* | -0.9% | 2.7
Cc1ccc(-n2c(=O)[nH]c3cc(C(=O)NCc4ccccc4)ccc3c2=O)cc1 | -1.5% | -7.5% | -22.7% | 24.2% | -10.6% | -1.6% | 19.3% | / | -9.3
CC1CCN(C(=O)COC(=O)CNC(=O)C23CC4CC(CC(C4)C2)C3)CC1 | 3.0% | -15.6% | -35.6% | 12.8% | -3.1% | / | / | -8.7% | -0.1
Cc1cc(NC(=O)c2ccc([N+](=O)[O-])o2)ccc1NC(=O)c1ccco1 | 0.9% | ? | -12.8% | 14.2% | -26.9% | -19.2% | ? | 1.3% | -1.9
CN(Cc1ccc(Br)s1)C(=O)CNC(=O)c1ccc2c(c1)OCO2 | -14.8% | -30.1% | -27.5% | 2.4% | -16.5% | / | / | 19.8% | -2.9
O=C(c1ccccc1)c1ccc(-c2ccc(O)cc2)cc1 | 8.4% | -1.4% | 9.9% | 17.0% | -10.2% | -12.8% | 24.0% | -0.6% | 1.1
O=C1OCCN1C(=O)[C@H]1[C@H](c2ccccc2)C(c2ccc(F)cc2)=NN1c1ccc(Br)cc1 | -3.0% | -9.5% | -24.1% | 4.7% | -17.5% | 365.5%[activator] | / | -26.5% | -2.7
NS(=O)(=O)c1ccc(NC(=O)COc2ccc(S(=O)(=O)N3CCCC3)cc2)cc1 | -0.5% | -2.5% | 1.9% | -0.9% | 1.3% | -12.7% | 78.7% | 30.9%[12.4 µM] | -10.8
CCOC(=O)c1ccc(CN(Cc2ccc(C)cc2)S(=O)(=O)c2cccc([N+](=O)[O-])c2)cc1 | 0.4% | -5.5% | -2.8% | 18.0% | 0.2% | 1.7% | 11.0% | 3.8% | -6.4
CCOc1cccc2cc(C(=O)N3CCc4ccccc4C3)c(=O)oc12 | 6.7% | 2.1% | ? | -12.1% | -2.4% | 0.8% | -19.9% | 2.2% | 5.5
COCCn1c(SCC(=O)N2CCCc3ccccc32)nnc1-c1ccoc1C | 8.0% | -17.2% | 0.0%[57.4 µM] | -7.8% | -4.1% | -1.1% | 91.8% | -1.1% | -2.4

Quoted from the listing:
CN(Cc1ccc(Br)s1)C(=O)CNC(=O)c1ccc2c(c1)OCO2 in POLK inh has -16.5%
CCOc1ccc(OCC(=O)N(C)c2c(N)n(Cc3ccccc3)c(=O)[nH]c2=O)cc1 in RGS4 inh has -23.0%

(further entries)
SMILES | ERG-DNA inh | Pol eta inh | ALOX12 inh | RGS4 inh | POLK inh | Anesthetic bind | Pol beta inh | APEX1 inh | LDHA inh
Cc1ccc(S(=O)(=O)Cc2nc(-c3ccc(C(=O)NCc4ccccc4C)cc3)oc2C)cc1 | 7.1% | ? | -21.4% | 11.0% | -14.6% | -1.5% | -0.5% | / | -4.2
CCn1c(COc2cccc3ccccc23)nnc1SCC(=O)OC1CCCCC1 | / | -7.4% | 11.4% | -15.0% | -22.9% | ? | -20.9% | 3.3% | -3.3
C=CCN1CCN(C(c2cccc(OC)c2OC)c2nnnn2CCC(C)C)CC1 (stereo not given) | 8.3% | -24.9% | -15.5% | -11.7% | -0.2% | -15.9% | 2.5% | 22.5% | 1.5
COCCN(C(=O)COC(=O)/C=C/c1ccc(C(F)(F)F)cc1)c1c(N)n(Cc2ccccc2)c(=O)[nH]c1=O | 2.0% | -5.3% | -15.0% | -22.6% | -12.6% | / | / | 6.5% | -1.4
CN(CC(=O)Nc1ccncc1)S(=O)(=O)c1ccccc1 | -8.1% | -22.8% | -0.7% | 3.2% | 0.1% | -8.4% | 19.6% | 1.8% | -5.8
Nc1cc(N2CCCCC2)nc(N)[n+]1OS(=O)(=O)[O-] | / | / | 3.4%[176 µM] | ? | 1.9%&3.5%[19.4 µM] | 3.4%&-3.0% | / | 1.3%&1.3% | /
CCCc1cc(=O)[nH]c(SCC(=O)c2cc(C)n(-c3c(C)n(C)n(-c4ccccc4)c3=O)c2C)n1 | -5.5% | -6.6% | 6.2% | 43.5% | -2.6% | -7.8% | 1.1% | -2.4% | -7.9
COCCNC(=S)N(CCc1c(C)[nH]c2ccccc12)Cc1ccco1 | -5.3% | -17.1% | 0.0% | 3.6% | -1.7% | -13.0% | 16.5% | -1.0% | -2.1
CCOC(=O)Cc1csc(NC(=O)COc2c(C)cccc2C)n1 | 2.9% | -14.6% | -2.2% | -10.3% | -0.9% | -0.3% | -28.9% | -2.6% | -6.7
O=c1c(Cc2c(F)cccc2Cl)c(O)ccn1Cc1ccc2c(c1)OCO2 | 7.0% | -7.4% | -0.4% | -0.4% | 14.4% | -7.3% | 61.5% | 10.8% | 1.0
Cc1ccc(CNC(=O)c2nc(SCc3ccccc3C)ncc2Cl)cc1 | 3.3% | / | ? | -10.5% | 7.1% | -13.1% | 44.0% | / | -4.7
CCOC(=O)CSc1nnc2n(-c3ccccc3)c(=O)c3c4c(sc3n12)COC(C(C)C)C4 (stereo not given) | -0.5% | -6.1% | -12.0% | -10.0% | 8.9% | -2.5% | 33.6% | / | -2.7
COc1ccc(C2=NN(C(C#N)c3ccc(OC)c(OC)c3)C(c3ccccc3)C2)cc1 (stereo not given) | -2.3% | -10.6% | ? | 4.9% | -7.3% | ? | 6.9% | 1.1% | 3.4
O=C(COc1ccc2c(C(F)(F)F)cc(=O)oc2c1)Nc1ccc(N2CCOCC2)cc1 | -7.8% | -6.1% | -1.6% | 6.1%[11.4 µM] | 8.8% | 48.9%[activator] | -12.8% | 0.5% | -1.6
COc1ccccc1Oc1coc2cc(O)ccc2c1=O | 2.3% | -10.4% | -5.8%&-11.3%&-65.5% | 13.9% | -2.5% | 134.2%[activator] | -7.9% | 2.5%&0.8% | -4.0&4.6
O=C(NCc1cccnc1)c1ccc(Cl)c(S(=O)(=O)Nc2ccccc2C(=O)NCc2cccnc2)c1 | -4.3% | -23.6% | 1.2% | -15.7% | -6.6% | -4.9% | 0.3% | -4.3% | -2.3
CCn1ncc(Br)c1C(=O)NC1CCCCCCC1 | -3.9% | 6.8% | 8.6% | -1.0% | -3.5% | -16.6% | 0.3% | -8.2% | -3.5
COc1ccc(C/C(N)=N/n2cnnc2)cc1 | / | -13.4% | 11.2% | 5.4% | -2.0% | -4.1% | 13.7% | 1.3% | -2.7
